High-throughput results as filed in PubChem.
pPAFAH FP inh: pPAFAH (human) enzyme inhibition; Q13093; recombinant pPAFAH, FP-rhodamine probe fluorescence polarization; inhibition, % at 3.39 µM; 330,000 compounds, 1.5% hits;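 active means inhibition above the mean inhibition across the screen plus 3 SD, cut at about 25% in these data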;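 further: inhibitors block binding of the rhodamine activity-based probe so polarization drops; 0% = enzyme with DMSO and 100% = wells lacking pPAFAH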
ZTA counter: counter-screen for EBNA-1 inhibitors: inhibitors of Epstein-Barr virus ZTA | P03206 | ZTA-DNA binding, fluorescence polarization | inhibition, % at 11 µM | 320,000 compounds, 0.15% hits; in the data active means inhibition above about 33%
Target sequence (P03206 whole entry, looked up): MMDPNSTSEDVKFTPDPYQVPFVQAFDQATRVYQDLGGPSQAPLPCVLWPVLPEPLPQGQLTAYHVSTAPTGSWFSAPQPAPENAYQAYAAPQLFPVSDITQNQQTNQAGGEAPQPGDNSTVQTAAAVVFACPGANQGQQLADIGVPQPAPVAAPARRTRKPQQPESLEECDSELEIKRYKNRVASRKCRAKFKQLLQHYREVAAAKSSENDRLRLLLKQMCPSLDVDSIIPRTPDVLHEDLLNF
LYPLA2 inh: blocks human lysophospholipase 2, a PME1 counter-screen; recombinant LYPLA2, FP-Rh probe fluorescence polarization; O95372; 320,000 compounds, 0.38% hits; inhibition, % at 5.9 µM;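 active means inhibition above the screen-wide mean plus 3 SD, limit set per campaign, cut at about 26% in these data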;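 further: 0% = LYPLA2 with DMSO and 100% = wells lacking LYPLA2 enzyme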
PREPL inhibitor: inhibits the human prolyl oligopeptidase-like enzyme; Q4J6C6; AID 2751; inhibition, % at 5.96 µM; 320,000 compounds, 0.68% hits; recombinant PREPL, fluorescence polarization activity-based probe; in the data active means inhibition above about 43%;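 further: 0% = enzyme with DMSO and 100% = wells lacking enzyme; many of its hits are not listed in these tables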
PAFAH1B3 inh: PAFAH1B3 (human) inhibition; Q15102; recombinant PAFAH1B3, FP-rhodamine probe, fluorescence polarization; inhibition, % at 3.39 µM; 340,000 compounds, 0.28% hits; AID 492972;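 active means inhibition above the screen-wide average of all tested compounds plus 3 SD, cut at about 25% in these data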;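 further: 0% = enzyme with DMSO only and 100% = wells lacking PAFAH1B3 protein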
Target sequence (Q15102 whole entry, looked up): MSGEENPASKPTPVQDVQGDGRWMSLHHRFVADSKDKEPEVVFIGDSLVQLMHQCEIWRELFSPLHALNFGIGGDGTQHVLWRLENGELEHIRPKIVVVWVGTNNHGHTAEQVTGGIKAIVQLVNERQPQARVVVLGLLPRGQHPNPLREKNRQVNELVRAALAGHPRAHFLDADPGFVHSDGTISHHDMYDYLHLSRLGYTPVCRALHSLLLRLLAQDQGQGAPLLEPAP
EBNA-1 inh: blocks EBNA-1 binding to DNA; EBNA-1 DNA binding, fluorescence polarization; inhibition, % at 14.8 µM; 300,000 compounds, 0.34% hits; in the data active means inhibition above about 28%
LYPLA1 counter: blocks human lysophospholipase 1, a PME1 counter-screen; 320,000 compounds, 0.16% hits; O75608; inhibition, % at 5.9 µM; recombinant LYPLA1, FP-Rh probe fluorescence polarization; AID 2174;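 active means inhibition above the mean of all tested compounds plus 3 SD, set per campaign, cut at about 14% in these data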;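 further: inhibitors block serine hydrolase probe labeling of LYPLA1 so polarization falls; 0% = enzyme with DMSO and 100% = wells lacking LYPLA1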
Target sequence (O75608 whole entry, looked up): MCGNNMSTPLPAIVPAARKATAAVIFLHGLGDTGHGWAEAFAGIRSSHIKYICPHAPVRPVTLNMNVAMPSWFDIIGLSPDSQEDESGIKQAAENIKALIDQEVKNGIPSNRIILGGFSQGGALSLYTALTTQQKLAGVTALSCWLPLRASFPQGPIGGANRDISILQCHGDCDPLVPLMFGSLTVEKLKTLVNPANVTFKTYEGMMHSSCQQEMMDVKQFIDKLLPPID
PAFAH1B2 inh: PAFAH1B2 (human) inhibition; AID 492953; P68402; 340,000 compounds, 1.2% hits; recombinant PAFAH1B2, FP-rhodamine activity probe, fluorescence polarization; inhibition, % at 3.39 µM;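 active means inhibition above the mean of all tested compounds plus 3 SD, cut at about 24% in these data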;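 further: 0% = enzyme with DMSO and 100% = wells lacking PAFAH1B2; many of its hits are not listed in these tables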
Target sequence (P68402 whole entry, looked up): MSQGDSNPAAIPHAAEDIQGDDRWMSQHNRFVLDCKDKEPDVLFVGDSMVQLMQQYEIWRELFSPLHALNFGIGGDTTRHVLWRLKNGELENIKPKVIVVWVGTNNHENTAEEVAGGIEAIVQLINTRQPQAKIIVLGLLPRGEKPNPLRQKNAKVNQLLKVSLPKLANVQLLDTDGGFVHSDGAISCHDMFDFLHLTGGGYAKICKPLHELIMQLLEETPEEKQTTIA
PAFAH2 inh: PAFAH2 (human) inhibition. Q99487. AID 492956. inhibition, % at 3.39 µM. recombinant PAFAH2, FP-rhodamine activity probe, fluorescence polarization. 340,000 compounds, 0.99% hits;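 active means inhibition above the mean over all tested compounds plus 3 SD, cut at about 30% in these data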;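 further: inhibitors block probe labeling of enzyme so polarization drops; 0% = enzyme with DMSO and 100% = wells lacking PAFAH2 protein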
Numbers without * were called inactive; x = no result given.

SMILES | pPAFAH FP inh | ZTA counter | LYPLA2 inh | PREPL inhibitor | PAFAH1B3 inh | EBNA-1 inh | LYPLA1 counter | PAFAH1B2 inh | PAFAH2 inh
Cc1cc(OCc2ccc(C(=O)n3cccn3)o2)ccc1Cl | 9 | -10 | 12 | 35 | 7 | 5 | 3 | 4 | -4
COc1cccc(C(=O)Nc2ccc(F)cc2F)c1 | 1 | -19 | 5 | -6 | 9 | -13 | 0 | 3 | -5
c1ccc(OCc2noc(CN3CCC(C4CCCCC4)C3)n2)cc1 (stereo not given) | 3 | 12 | 2 | -1 | 6 | 0 | 1 | 6 | 5
O=C(Cc1c(F)cccc1Cl)Nc1ccc(S(=O)(=O)Nc2nccs2)cc1 | -3 | -2 | -2 | 14 | 8 | -14 | -2 | 3 | -9
CCN(CC)C(=O)Cn1cc(S(=O)(=O)CC(=O)N2CCCCCC2)c2ccccc21 | 4 | -8 | -4 | 7 | 2 | 2 | -8 | -1 | 1
CCCCn1c(N)c(N(CC(C)C)C(=O)C2CCN(S(=O)(=O)c3ccc(OCC)cc3)CC2)c(=O)[nH]c1=O | -4 | 0 | -3 | 13 | -13 | -6 | 0 | -6 | 1
COc1ccc(C/C(N)=N/n2cnnc2)cc1Cl | 0 | -2 | 3 | -2 | -5 | -9 | -1 | 2 | 9
COc1ccc(C2=NOC(Cn3nc(C(=O)NCc4ccc5c(c4)OCO5)cc3-c3ccccc3)C2)cc1 (stereo not given) | 3 | 2 | -4 | -23 | 5 | 3 | -2 | -1 | -5
CC(C)(C)OC(=O)CNC(=O)c1nc[nH]c1C(=O)N1CCN(c2ccccc2)CC1 | 3 | -7 | -3 | 24 | 13 | 12 | -1 | 4 | 5
CCOC(=O)CSc1nc2ccccc2c(=O)n1NC(=O)c1ccccc1 | -2 | -1 | 0 | -2 | 4 | 5 | -3 | 0 | 6
O=C1CCN(CCc2ccccc2)CCN1[C@H](CSc1ccccc1)c1ccccc1 | -1 | -13 | -4 | -34 | 13 | -11 | -1 | 8 | -2
O=c1oc2ccc(Br)cc2cc1S(=O)(=O)c1ccc(F)cc1 | 5 | 11 | -4 | -6 | -1 | 3 | -1 | 11 | 80*
O=C(CCc1ccccc1)NCC(c1ccco1)N1CCc2ccccc21 (stereo not given) | 7 | 2 | -3 | 22 | 1 | 3 | 0 | 3 | 0
Cc1ccc(NC(=O)CN(C)C(=O)Cc2ccccc2F)cc1 | 4 | 13 | -7 | 5 | 2 | -3 | -5 | 1 | 9
O=C(CN1CCN(c2ccc([N+](=O)[O-])cc2)CC1)c1ccccc1 | 2 | 5 | 6 | 36 | 3 | -2 | 0 | 2 | 1
O=C1CN(C(=O)CSc2nncn2-c2ccccc2)c2ccccc2N1 | 6 | 4 | 4 | -3 | 2 | 8 | 0 | 1 | 1
CCn1c(SCC(=O)N2CCOCC2)nc2oc3c(Cl)cc(Cl)cc3c(=O)c2c1=O | 22 | 11 | -1 | 10 | x | -1 | -3 | x | x
CCc1sc(NC(=O)CCC(=O)O)nc1-c1cc2ccccc2oc1=O | 0 | 0 | -1 | -4 | -1 | 4 | 1 | 2 | 1
CCOc1ccc(S(=O)(=O)N2CCN(C(=O)COc3ccc(Br)cc3)CC2)cc1 | 2 | x | x | 33 | 5 | x | x | -6 | -3
CC(C)(C)NC(=O)NC(=O)Cn1ccsc1=N | 3 | 0 | 6 | 3 | 4 | 12 | 1 | 5 | 7

Ordered by formula weight (high to low): some entries from above.
SMILES | pPAFAH FP inh | ZTA counter | LYPLA2 inh | PREPL inhibitor | PAFAH1B3 inh | EBNA-1 inh | LYPLA1 counter | PAFAH1B2 inh | PAFAH2 inh
CCCCn1c(N)c(N(CC(C)C)C(=O)C2CCN(S(=O)(=O)c3ccc(OCC)cc3)CC2)c(=O)[nH]c1=O | -4 | 0 | -3 | 13 | -13 | -6 | 0 | -6 | 1
CCOc1ccc(S(=O)(=O)N2CCN(C(=O)COc3ccc(Br)cc3)CC2)cc1 | 2 | x | x | 33 | 5 | x | x | -6 | -3
O=C1CCN(CCc2ccccc2)CCN1[C@H](CSc1ccccc1)c1ccccc1 | -1 | -13 | -4 | -34 | 13 | -11 | -1 | 8 | -2
O=C1CN(C(=O)CSc2nncn2-c2ccccc2)c2ccccc2N1 | 6 | 4 | 4 | -3 | 2 | 8 | 0 | 1 | 1

Next part.
SMILES | pPAFAH FP inh | ZTA counter | LYPLA2 inh | PREPL inhibitor | PAFAH1B3 inh | EBNA-1 inh | LYPLA1 counter | PAFAH1B2 inh | PAFAH2 inh
CC(NC(=O)Cc1ccccc1)C(=O)O (stereo not given) | -6 | -5 | -9 | 6 | 12 | x | -4 | 9 | -5
C=CCn1c(SCC(=O)NC2CC2)nnc1C1CC1 | 5 | 2 | 1 | -5 | 2 | 4 | 0 | -1 | -2
CCc1ccc(CNC(=O)CCCn2nc(C)n3ccnc3c2=O)cc1 | 7 | -3 | 3 | -9 | 5 | -1 | -2 | 4 | -3
C#CCOCCOCCOCCNc1nc(N2CCN(C(=O)[C@H](CCC(=O)O)n3cc(C(N)[C@H](C)CC)nn3)CC2)nc(N2CCN(C(=O)[C@H](Cc3ccc(O)cc3)n3cc(C(N)[C@H](C)CC)nn3)CC2)n1 (stereo not given in full) | 10 | 9 | 5 | 9 | -5 | 7 | 2 | 5 | -9
CN(C)N1C(N)=C(C#N)C(c2ccccc2F)C2=C1CC(C)(C)CC2=O (stereo not given) | 2 | 6 | -2 | 0 | 10 | 3 | 3 | -4 | -11
CCc1ccc(NC(=O)C(CC)Sc2nc3ccsc3c(=O)n2CCC(=O)O)cc1 (stereo not given) | 0 | -10 | -4 | -3 | 11 | -2 | -5 | 3 | 8
COC(=O)c1sccc1NC(=O)Nc1ccc(F)cc1F | -6 | -2 | -4 | 9 | -6 | -3 | -2 | -2 | -6
CC(C(c1cccs1)c1c(N)n(C)c(=O)n(C)c1=O)[N+](=O)[O-] (stereo not given) | -11 | 5 | -4 | 12 | 4 | 2 | -2 | -3 | -1
Cc1oc(C(C)(C)C)cc1-c1cc(NC(=O)c2ccc([N+](=O)[O-])cc2)n[nH]1 | 0 | -4 | -6 | 8 | 6 | -2 | -3 | 4 | 6
CCS(=O)(=O)c1nn2c(N)c(/C=C3/C=CC(=O)C(OC)=C3)c(=O)nc2s1 | 2 | -7 | -3 | 3 | -5 | -12 | -3 | 11 | 4
COc1ccc2[nH]c3c(c2c1)CCN1C(=O)C(CC(=O)NCc2ccc(OC)c(OC)c2)C[C@H](C(=O)N2CCOCC2)[C@@]31C (stereo not given in full) | 5 | x | x | x | 3 | x | x | 0 | -2
Cc1oc2c(c1C(=O)Nc1cccc(C(=O)O)c1)CCCC2 | 0 | -21 | 5 | 16 | 0 | -4 | 3 | 2 | -7
CC(O)C(NS(=O)(=O)c1ccc(Cl)cc1)C(=O)OCC(=O)Nc1cccnc1Cl (stereo not given) | 2 | 6 | 2 | 17 | -2 | -1 | -1 | 0 | 7
CCOC(=O)c1cnn(-c2ncnc3sc4c(c23)CCC4)c1N | 0 | 9 | -7 | -9 | -4 | -4 | -5 | -1 | 10
O=C(Nc1ccccc1)C(Cl)C(=O)c1ccccc1 (stereo not given) | 1 | -3 | -3 | 5 | 11 | -3 | 1 | 4 | 6
NS(=O)(=O)c1ccc(CNC(=O)NC23CC4CC(CC(C4)C2)C3)cc1 | 5 | 7 | 4 | -1 | 3 | 7 | 0 | 14 | -2
COC(=O)c1cc(OC)c(OC)cc1NC(=O)c1c(-c2ccccc2)noc1C | 5 | 18 | -2 | 6 | 7 | -2 | -1 | -7 | -14
CC1CC(N(C(=O)c2ccco2)c2ccccc2)c2ccccc2N1C(=O)c1ccco1 (stereo not given) | -4 | 4 | 2 | 11 | 5 | -7 | 2 | 9 | 12
C/C(=N\NC(=O)c1ccncc1)c1cc2ccccc2oc1=O | -3 | 4 | 3 | -3 | 2 | -18 | -1 | 0 | 3
Fc1ccc(CSc2ncnc3scc(-c4ccccc4)c23)cc1 | 8 | 5 | 3 | -8 | 3 | -3 | 0 | 1 | -2
O=C(C1=COCCO1)N(Cc1nnc(-c2ccc(Cl)cc2)o1)C1CC1 | 4 | 13 | 7 | 6 | 4 | -6 | -1 | 3 | 7
O=C(NCc1ccccn1)NC12CC3CC(CC(C3)C1)C2 | -2 | 20 | 0 | 4 | 4 | -4 | 3 | 13 | 19
C[C@H]1CC[C@@]2(O[C@@H](CCO)C[C@@H](O)[C@@H]2O)O1 | 1 | -3 | 4 | -2 | 0 | 6 | 4 | 10 | 4
COc1ccc(N2CCN(C(c3ccc4ncccc4c3)c3nnnn3C(C)C)CC2)cc1 (stereo not given) | 0 | 2 | -1 | 8 | 0 | -15 | 5 | 4 | 5
O=S(=O)(Nc1ccc2c(c1)OCO2)c1ccc(Cl)cc1F | 1 | -5 | 6 | 5 | 17 | x | 1 | 14 | 2
COc1ccccc1N(CC(=O)NC1CCCC1)C(=O)c1csnn1 | 2 | -9 | 2 | -2 | 2 | 1 | 3 | 3 | -7
CN(c1ccccc1)c1nc(N)c([N+](=O)[O-])c(N2CCCCCC2)n1 | 7 | 24 | 3 | 8 | 9 | 12 | 3 | 7 | -3
O=C(Nc1nc2ccccc2n1Cc1ccccc1)c1ccc(COc2ccccc2[N+](=O)[O-])o1 | 3 | 0 | 4 | -6 | 8 | 0 | -1 | 2 | -4
COc1cccc(-c2cc(C(=O)Nc3cccnc3Cl)no2)c1 | 1 | 12 | -3 | -1 | -3 | -3 | -4 | -3 | -6
COc1ccc(CC(NC(C)=O)C(=O)NC2CCN(c3c(Cc4ccccc4)c(C)nc4ncnn34)CC2)c(OC)c1 (stereo not given) | 4 | -1 | 0 | 7 | 6 | 3 | 0 | 2 | 7
O=Cc1c(Cl)nc2ccccn2c1=O | 0 | -10 | 1 | -2 | 2 | 2 | 0 | 6 | -2
N#Cc1ccccc1OCC(=O)OCC(=O)NC1CC1 | 0 | -10 | 0 | 14 | 0 | x | -1 | 8 | -1
COc1ccc(S(=O)(=O)NCc2cccnc2)cc1NC(=O)c1ccc(Cl)cc1 | 8 | 16 | 0 | 6 | 14 | 5 | 1 | 5 | 2
COc1ccccc1-c1noc(Cn2cc(S(=O)(=O)N3CCCC3)ccc2=O)n1 | 0 | 8 | -2 | 19 | -4 | x | -3 | 10 | -4
CC(=O)c1sc(-c2ccccn2)nc1C | 2 | 14 | -1 | -8 | x | -2 | -3 | x | x
CN1CCN(CC(=O)N/N=C/c2ccc(F)c(F)c2)CC1 | -1 | -6 | 2 | 10 | 9 | 5 | 4 | 4 | -2
COC(=O)c1cnn(C(=O)c2cc(OC)ccc2Br)c1N | -1 | 18 | 2 | 0 | 10 | 2 | -1 | 3 | -3
COc1ccc(-c2c3c(=O)n(C)c(=O)n(C)c3cn2Cc2ccccn2)cc1 | 5 | 3 | -3 | 7 | 0 | 6 | -3 | 3 | -1
COc1ccc(OC)c(NC(=O)CCNS(=O)(=O)c2cccc3nsnc23)c1 | 6 | 17 | -2 | 11 | 5 | 12 | 4 | -1 | -3
CCOC(=O)N1CCN(S(=O)(=O)c2ccc(C(=O)N(CCN(C)C)c3nc4ccc(Cl)cc4s3)cc2)CC1 | -4 | -5 | 2 | 5 | -7 | -1 | -2 | -4 | -6
COc1ccc(S(=O)(=O)NC2CC(C)(C)NC(C)(C)C2)cc1 | 1 | -11 | 5 | 0 | 10 | -3 | -1 | 7 | -2
CSc1cccc(NC(=S)N(CCN(C)C)C(C)c2ccncc2)c1 (stereo not given) | 4 | 7 | 0 | -10 | 0 | 17 | 3 | 1 | -10
CS(=O)(=O)Nc1ccc(C2=NN(C(=O)c3ccco3)C(c3cccc(F)c3)C2)cc1 (stereo not given) | -5 | 3 | -1 | 3 | 8 | -9 | -4 | -4 | 5

Only part of the results is shown, so the mix of outcomes need not match the whole.
